# RGS7-Gao: modulates binding of RGS7 to human Galphao | AID 1439 | binding response (% of control), % at 10 µM | P09471 | 220,000 tested, 0.35% active | Multiplexed bead flow cytometry; actives lie on both sides; in the data active = binding response below about 49% or above about 150%; inconclusive = no clear call, values can overlap the other calls; inactive = in between;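 note: fluorescent Galphao held in activated GDP-AlF4 state binding bead-coupled RGS7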
# Bim-Bcl-XL: disrupts Bim peptide binding to human Bcl-XL. bead flow cytometry, fluorescence. Q07817. inhibition, % at 10 µM. 190,000 tested, 0.04% active
# Bim-Bcl-W: human Bim-Bcl-W interaction inhibition; 190,000 tested, 0.02% active; bead-based flow cytometry, Bim peptide-Bcl-W binding; inhibition, % at 10 µM;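 note: 0% = bound tracer without compound and 100% = peptide blocker; higher means less fluorescent Bim peptide bound to Bcl-W beads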
# Target sequence (Q92843 whole entry, looked up): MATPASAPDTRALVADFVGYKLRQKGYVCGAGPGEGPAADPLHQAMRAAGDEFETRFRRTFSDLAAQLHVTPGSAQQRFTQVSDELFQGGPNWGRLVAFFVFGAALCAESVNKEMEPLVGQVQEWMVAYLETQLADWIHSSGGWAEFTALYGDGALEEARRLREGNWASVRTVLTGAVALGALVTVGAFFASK
# ABCB1 inh: inhibitors of human ABCB1 transporter, ABCG2 counter-screen | CCRF-Adr cells, JC-1 efflux, flow cytometry | 190,000 tested, 0.067% active | P08183 | inhibition, % at 6.6 µM; in the data active = inhibition above about 40%;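 note: 0% = vehicle and 100% = reference inhibitor; higher value means more JC-1 retained so stronger ABCB1 efflux block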
# ABCG2 block: inhibitors of human ABCG2 transporter, ABCB1 counter-screen | inhibition, % at 6.6 µM | AID 1325 | IgMXP3 cells, JC-1 efflux, flow cytometry | 190,000 tested, 0.1% active;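 active = inhibition above 80%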;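 note: 0% = DMSO and 100% = nicardipine control wells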
# Target sequence (Q9UNQ0 whole entry, looked up): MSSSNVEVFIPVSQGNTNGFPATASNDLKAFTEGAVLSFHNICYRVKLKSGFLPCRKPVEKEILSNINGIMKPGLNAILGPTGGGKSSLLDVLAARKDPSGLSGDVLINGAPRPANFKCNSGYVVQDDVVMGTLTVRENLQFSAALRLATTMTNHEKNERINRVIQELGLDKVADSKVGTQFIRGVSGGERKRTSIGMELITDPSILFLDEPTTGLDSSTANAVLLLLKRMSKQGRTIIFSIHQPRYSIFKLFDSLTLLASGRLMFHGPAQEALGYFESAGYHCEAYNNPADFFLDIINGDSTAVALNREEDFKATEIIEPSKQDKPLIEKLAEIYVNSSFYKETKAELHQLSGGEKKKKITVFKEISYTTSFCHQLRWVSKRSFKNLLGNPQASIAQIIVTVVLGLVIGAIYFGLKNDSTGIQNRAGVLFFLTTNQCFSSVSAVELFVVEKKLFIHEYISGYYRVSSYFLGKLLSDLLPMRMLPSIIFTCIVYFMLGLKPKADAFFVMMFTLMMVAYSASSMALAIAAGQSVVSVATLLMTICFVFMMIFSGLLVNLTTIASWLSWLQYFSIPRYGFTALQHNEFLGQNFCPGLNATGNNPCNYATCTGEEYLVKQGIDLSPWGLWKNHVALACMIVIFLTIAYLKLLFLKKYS
#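 Test system: IgMXP3 (ABCG2) plus far-red-tagged CCRF-Adr (ABCB1) cells. Reagent: JC-1 dye as substrate. Timing: 10 min exposure at 25 °C with rotation, no wash. Measured by: flow cytometric JC-1 green MFI at 530 nm. Read-out: percent efflux inhibition, scaled nicardipine 100% to DMSO 0%. Control set: nicardipine and DMSO wells.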
# Bim-Bcl-B: disrupts Bim peptide binding to human Bcl-B | AID 951 | 190,000 tested, 0.073% active | Q9HD36 | bead-based flow cytometry | inhibition, % at 10 µM;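 note: 0% = tracer peptide without compound and 100% = reference inhibitor peptide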
# Bim-Mcl-1: disrupts Bim peptide binding to human Mcl-1; Q07820; Bead-based flow cytometry, Bim peptide-Mcl-1 binding; inhibition, % at 10 µM; 190,000 tested, 0.1% active;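 note: 0% = no compound tracer wells and 100% = peptide blocker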
# RGS8-Gao reg: regulators of human RGS8-Galphao interaction; multiplexed bead flow cytometry, RGS8-Galphao binding; actives lie on both sides; response (percent of control binding), % at 10 µM; 220,000 tested, 0.34% active; AID 1423; in the data active = response below about 60% or above about 140%; inactive = in between;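 note: Galphao activated as the GDP aluminium fluoride complex binding bead-coupled RGS8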
# RGS4-Gao reg: modulates binding of RGS4 to human Galphao | Multiplexed bead flow cytometry; actives lie on both sides | 220,000 tested, 0.33% active | AID 1415 | binding response (% of control), % at 10 µM | P09471; in the data active = binding response below about 49% or above about 150%; inactive = in between;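 note: fluorescent Galphao activated with aluminum fluoride binding bead-coupled RGS4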
# Bim-Bcl-2: inhibitors of Bim-Bcl-2 interaction, human. inhibition, % at 10 µM. P10415. Bead-based flow cytometry, Bim peptide-Bcl-2 binding. AID 950. 190,000 tested, 0.06% active; in the data active = inhibition above about 40%; inconclusive = no clear call, values can overlap the other calls;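 note: 0% = no compound wells with probe peptide and 100% = reference peptide inhibitor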
# Target sequence (P10415 whole entry, looked up): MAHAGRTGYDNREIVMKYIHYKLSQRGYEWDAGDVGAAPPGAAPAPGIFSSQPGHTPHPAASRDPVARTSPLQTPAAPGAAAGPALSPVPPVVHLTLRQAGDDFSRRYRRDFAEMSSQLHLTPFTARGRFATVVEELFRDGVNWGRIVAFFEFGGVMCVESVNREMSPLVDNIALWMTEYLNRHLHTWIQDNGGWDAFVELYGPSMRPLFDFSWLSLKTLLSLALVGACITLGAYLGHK
# Bim-Bfl-1: inhibitors of Bim-Bfl-1 interaction, human; inhibition, % at 10 µM; Bead-based flow cytometry, Bim-Bfl-1 binding inhibition; AID 1008; Q16548; 190,000 tested, 0.12% active;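 note: 0% = wells without compound plus tracer and 100% = blocker peptide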
# An asterisk follows results filed as active; ? = inconclusive; . = not tested or not shown; [ ] = dose if it differs, or a comment. Cut-off read from the data, not from the text of the source, unless noted: active = inhibition above about 40%. Compounds were not picked by outcome, and some 0.94% of all compounds hit somewhere here.
SMILES,RGS7-Gao,Bim-Bcl-XL,Bim-Bcl-W,ABCB1 inh,ABCG2 block,Bim-Bcl-B,Bim-Mcl-1,RGS8-Gao reg,RGS4-Gao reg,Bim-Bcl-2,Bim-Bfl-1
COc1cc(CC(=O)OC2CCOC2=O)cc(OC)c1OC (stereo not drawn),97.8,-4.0,-4.0,0.2,1.0,1.0,-7.0,102.1,100.8,-5.0,-1.0
CC(=O)NCCn1c(SCC(=O)c2ccccc2)nc2ccccc2c1=O,102.4,-1.0,2.0,.,.,-6.0,2.0,103.4,106.0,-3.0,-14.0
CCOC(=O)c1c(-c2ccccc2)csc1NC(=O)CSc1nnnn1C,95.8,2.0,0.0,0.1,1.4,-6.0,-2.0,96.5,98.4,-6.0,-2.0
CN1CCN(C(=O)C2(NC(=O)Nc3cccc(F)c3)CCCCC2)CC1,98.4,-8.0,-7.0,0.2,3.5,-13.0,-5.0,95.2,92.8,-13.0,-24.0
O=C(CSCc1ccc(Cl)cc1)NCc1ccc2c(c1)OCO2,97.8,0.0,-2.0,0.8,7.0,-3.0,-2.0,101.3,102.3,-3.0,-2.0
Cc1ccc(C(=O)N2CCCC(C(=O)c3ccc(Oc4ccccc4)cc3)C2)cn1 (stereo not drawn),102.8,-3.0,-4.0,1.2,2.6,-2.0,-3.0,99.3,97.2,-5.0,-5.0
COc1cc(C(=O)NCCC(=O)NC(C)C)cc(OC)c1OC,104.9,0.0,1.0,0.1,-0.2,-1.0,0.0,106.6,104.8,0.0,0.0
CC(C)(C)c1ccccc1NC(=O)c1c(O)c2cccc3c2n(c1=O)CC3,98.8,-2.0,-2.0,-0.5,0.2,-5.0,0.0,100.6,99.6,0.0,-3.0
COCCCNC(=O)c1ccc(Cn2c(=O)c3ccccc3n(CC(=O)NCc3ccco3)c2=O)cc1,?,-4.0,-2.0,-0.1,-1.1,-4.0,-1.0,99.6,99.2,-2.0,-3.0
CN(C)CCNC(=O)c1ccc(CS(=O)(=O)c2c(Cl)cccc2Cl)o1,102.5,-3.0,-1.0,0.0,-0.4,-9.0,0.0,109.8,105.1,-5.0,-12.0
CCc1ccc(NC(=O)C(C)OC(=O)c2cc(=O)[nH]c3ccc(S(=O)(=O)Nc4ccc(F)cc4)cc23)cc1 (stereo not drawn),100.1,0.0,-1.0,-1.1,-3.8,-5.0,-2.0,98.4,96.0,-1.0,-7.0
COc1cc(OC)cc(C(=O)NCCN2CCOCC2)c1,112.5,-17.0,0.0,0.3,2.5,-10.0,-2.0,103.8,106.1,-7.0,-13.0
Cn1c(C(=O)N2CCN(c3ncccn3)CC2)cc2c(=O)n(C)c3ccccc3c21,108.9,-2.0,4.0,0.2,0.5,3.0,-1.0,98.1,101.2,2.0,3.0
N#C/C(=C\c1ccc([N+](=O)[O-])o1)C(=O)Nc1ccc(F)cc1,98.5,0.0,-1.0,0.0,-0.6,-3.0,1.0,99.7,97.9,4.0,-1.0
CN(C)CCCN1c2ccccc2CCc2ccc(Cl)cc21,105.2,-2.0,-2.0,1.7,12.1,-4.0,0.0,99.4,101.9,1.0,1.0
CCN(CC)S(=O)(=O)c1cccc(NC(=O)c2ccc(C#N)cc2)c1,95.8,0.0,-3.0,0.1,5.7,-7.0,0.0,104.1,97.9,-1.0,-7.0
COCCOC(=O)C1=C(C)Nc2cc(=O)[nH]c(=O)n2C1c1cccc([N+](=O)[O-])c1 (stereo not drawn),106.7,-5.0,-1.0,-0.2,-0.2,-5.0,-4.0,110.9,111.3,0.0,0.0
CCCCCC(=O)N/N=C/c1ccc(N(C)C)cc1,96.8,-7.0,-7.0,-0.6,-2.6,-8.0,-7.0,93.3,96.8,2.0,-5.0
CC(C)(C)c1cc(Cl)c(O)c(NC(=S)NC(=O)c2cccnc2)c1,107.4,0.0,-1.0,-0.3,-0.3,-1.0,1.0,100.8,104.5,0.0,-3.0
COc1ccc(OCC(=O)Nc2ccccc2-c2ccccc2)cc1,101.7,1.0,2.0,0.3,15.1,-4.0,3.0,104.6,107.7,4.0,-2.0
C=CCNC(=O)c1ccccc1Cl,104.1,2.0,2.0,0.1,0.1,1.0,0.0,103.5,99.8,-1.0,-1.0
CC(C)NC(=O)c1cc(C(=O)c2cc(Cl)ccc2O)coc1=N,99.7,-3.0,0.0,0.7,2.3,0.0,0.0,98.0,102.5,2.0,0.0
COc1cccc(C2c3c(oc4cc(C)c(C)cc4c3=O)C(=O)N2CCCN(C)C)c1 (stereo not drawn),263.2*[activator],0.0,0.0,0.5,2.9,-1.0,0.0,96.0,122.2,-4.0,-6.0
C=CCN1C(=O)c2cccc3c(N4CCCCC4)ccc(c23)C1=O,106.9,0.0,2.0,-0.5,17.7,-13.0,0.0,104.0,105.4,2.0,0.0
CC(C)c1ccc(S(=O)(=O)N2CCN(C(=O)c3ccco3)CC2)cc1,101.8,-5.0,-2.0,2.8,18.1,-7.0,0.0,99.0,96.1,-3.0,-8.0
Cc1ccc(C(=O)NCc2ccc(Cl)cc2)o1,87.6,2.0,1.0,0.1,0.5,1.0,1.0,94.0,91.7,0.0,1.0
COc1ccc(-c2cc(C(F)(F)F)nc(-n3ccnc3)n2)cc1,106.7,2.0,0.0,0.9,17.9,-1.0,1.0,97.9,99.2,-5.0,-3.0
CCCCC(=O)Nc1ccc(C(=O)NNC(=O)CCCOc2ccc(Cl)cc2Cl)cc1,99.2,-7.0,-4.0,0.0,0.0,-6.0,-3.0,102.3,101.3,-6.0,-9.0
O=C(COc1ccc(C(=O)c2ccccc2)cc1)NCc1ccc(F)cc1,101.4,-13.0,-9.0,1.0,10.4,-16.0,-8.0,104.8,105.9,-7.0,-11.0
Cn1cc(CN2CCCC(CO)C2)c(-c2ccc(Oc3ccccc3)cc2)n1 (stereo not drawn),98.2,-6.0,-4.0,-0.8,-1.7,-9.0,0.0,101.3,94.8,-2.0,-5.0
CCOC(=O)c1ccccc1NC(=O)c1cn(-c2ccc(OC)cc2)c(=O)c2ccccc12,104.9,-5.0,-4.0,8.8,21.4,-7.0,-7.0,103.3,100.9,0.0,-1.0
Nc1nc(SCC(=O)NC2CCCCCC2)[nH]c(=O)c1-c1ccccc1,92.2,0.0,-2.0,0.3,0.8,-1.0,0.0,103.2,101.9,-1.0,-1.0
COc1cc(/C=C/C(=O)NCCN2CCOCC2)cc(OC)c1OC,103.3,-8.0,-5.0,.,2.0,-7.0,-6.0,103.1,101.4,-6.0,-2.0
CCOC(=O)COc1cc(-n2c(=S)[nH]c3ccccc3c2=O)c(Cl)cc1Cl,96.7,-4.0,-3.0,-0.3,-0.8,-3.0,-4.0,77.0,96.3,-5.0,-3.0
CC(C)OC(=O)c1cc2c(ccn2C)n1CC(=O)N1CCC(Cc2ccccc2)CC1,94.0,0.0,4.0,1.1,3.9,1.0,-3.0,97.7,90.8,0.0,1.0
O=C(O)CSCNC(=O)C12CC3CC(CC(C3)C1)C2,92.9,-7.0,0.0,0.0,-0.6,-10.0,0.0,95.8,93.7,-3.0,-12.0
O=C(NCc1cccc(CNC(=O)C(=O)NCc2ccco2)c1)C(=O)NCc1ccco1,?,0.0,1.0,-0.3,-2.5,-3.0,0.0,95.2,92.4,1.0,-1.0
Cc1ccc(Cl)cc1N(CC(=O)NCc1ccc2c(c1)OCO2)S(C)(=O)=O,95.2,-4.0,-1.0,2.0,1.8,-6.0,-1.0,99.2,99.0,-6.0,-6.0
CCOCC(=O)N(CC)Cc1ccccc1,99.7,-4.0,-4.0,-2.4,1.1,-4.0,-3.0,101.6,102.8,-4.0,-8.0
COc1ccc(CN(C(=S)Nc2ccccc2)C2CC(=O)N(c3ccc(Cl)cc3)C2=O)cc1 (stereo not drawn),95.7,-3.0,0.0,-0.2,-0.6,-2.0,-3.0,98.2,100.5,-5.0,-3.0

# Reprinted from the part before: 4 entries; new compounds follow.
SMILES,RGS7-Gao,Bim-Bcl-XL,Bim-Bcl-W,ABCB1 inh,ABCG2 block,Bim-Bcl-B,Bim-Mcl-1,RGS8-Gao reg,RGS4-Gao reg,Bim-Bcl-2,Bim-Bfl-1
O=C(NCc1cccc(CNC(=O)C(=O)NCc2ccco2)c1)C(=O)NCc1ccco1,?,0.0,1.0,-0.3,-2.5,-3.0,0.0,95.2,92.4,1.0,-1.0
Cc1ccc(Cl)cc1N(CC(=O)NCc1ccc2c(c1)OCO2)S(C)(=O)=O,95.2,-4.0,-1.0,2.0,1.8,-6.0,-1.0,99.2,99.0,-6.0,-6.0
CCOCC(=O)N(CC)Cc1ccccc1,99.7,-4.0,-4.0,-2.4,1.1,-4.0,-3.0,101.6,102.8,-4.0,-8.0
COc1ccc(CN(C(=S)Nc2ccccc2)C2CC(=O)N(c3ccc(Cl)cc3)C2=O)cc1 (stereo not drawn),95.7,-3.0,0.0,-0.2,-0.6,-2.0,-3.0,98.2,100.5,-5.0,-3.0
COC(=O)c1ccccc1NC(=S)N1CCN(c2ccccn2)CC1,?,-4.0,-3.0,0.9,10.4,-7.0,0.0,100.4,101.5,-5.0,-8.0
O=C(N/N=C/c1ccccc1C(=O)O)c1ccccc1Br,104.7,0.0,4.0,0.8,2.2,1.0,2.0,103.4,103.9,2.0,3.0
Cc1cc(NC(=O)c2ccc(Br)cc2)nc(C)n1,100.5,0.0,-2.0,0.4,9.4,0.0,1.0,100.6,99.5,-3.0,-3.0
O=C(Nc1c(C(=O)Nc2cccc3ccccc23)cnn1-c1ccccc1)c1ccco1,99.0,-5.0,-6.0,0.4,4.5,1.0,-1.0,100.9,100.8,1.0,-1.0
COC(=O)c1ccc2c(=O)n(CCCN3CCOCC3)c(=S)[nH]c2c1,100.8,-5.0,-7.0,0.6,3.4,-6.0,-3.0,98.9,93.6,-3.0,0.0
Cc1ccc(C(=O)N2CCN(c3ccc(C(F)(F)F)cn3)CC2)cc1,97.3,0.0,-1.0,0.8,3.3,-3.0,-3.0,102.1,98.0,-4.0,-4.0
Cc1nc2c3c4c(sc3n3c(SCC(=O)NCc5ccco5)nnc3n2n1)COC(C)(C)C4,94.7,3.0,4.0,0.4,15.0,-2.0,3.0,96.7,100.0,-3.0,-12.0
CCCOc1ccc(N2CC(C(=O)Nc3ccccc3F)CC2=O)cc1 (stereo not drawn),100.4,0.0,4.0,0.1,1.1,0.0,-3.0,96.2,100.4,3.0,2.0
Cc1ccc(C(=O)Nc2ccccc2C(=O)N2CCCC2)cc1[N+](=O)[O-],95.6,-6.0,-3.0,1.0,14.2,-6.0,-4.0,98.8,100.9,-3.0,-4.0
Clc1ccc(-c2csc(N3CCc4ccccc4C3)n2)cc1,100.3,-2.0,-1.0,0.1,-3.9,-5.0,-1.0,100.3,99.5,-9.0,-15.0
CCN=C1SC(CC(=O)Nc2ccccc2)C(=O)N1CC (stereo not drawn),102.2,-3.0,-2.0,0.4,2.7,0.0,-2.0,113.3,105.3,-5.0,-3.0
N/C(=N\OC(=O)c1ccccc1[N+](=O)[O-])c1ccccn1,102.3,-5.0,0.0,0.6,9.5,-6.0,-2.0,99.7,102.2,-1.0,0.0
CCO[C@H]1OC(C(=O)NCc2ccccc2)=C[C@@H](C2CCCCC2)[C@@H]1CCCO,97.9,0.0,0.0,0.9,3.2,-5.0,1.0,99.5,97.4,-2.0,-3.0

# High-throughput results (PubChem)
